N-glyco inh: increase of ERlucT glycosylation luciferase signal, primary screen, N-linked glycosylation inhibitor project, D54 ERlucT cells, luminescence, set 2; hit rate 0.23% among 360,000; AID 588692, 2011; reporter increase, % at 12.5 µM; D54 ERlucT glycosylation luciferase reporter, 24 h; percent of 100 nM tunicamycin response;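 active = mean luciferase reporter signal, scaled so untreated is 0 and the glycosylation-blocking control 100, at or above a set limit in every replicate; inconclusive = mean reaches the limit but not every replicate does; inactive = mean below the limit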;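 note: luciferase carries N-glycosylation sites so blocking glycosylation raises the light; 0% = median of neutral control wells and 100% = median of 100 nM tunicamycin wells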
MC4R antagonist: MC4R antagonists of cAMP signaling, primary screen, cell-based, TR-FRET, antagonist arm of biased-ligand search | hit rate 0.48% among 360,000 | MC4R-expressing cells, MTII-stimulated cAMP, LANCE TR-FRET | inhibition, % at 6.5 µM | Melanocortin receptor 4 (Homo sapiens), P32245;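 active = inhibition above its plate's cutoff, the mean of tested wells on that plate plus 3 SD, cut at about 29% in these data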;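 note: 0% = Melanotan II alone and 100% = Melanotan II plus saturating MCL0020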
Target sequence (P32245 whole entry, looked up): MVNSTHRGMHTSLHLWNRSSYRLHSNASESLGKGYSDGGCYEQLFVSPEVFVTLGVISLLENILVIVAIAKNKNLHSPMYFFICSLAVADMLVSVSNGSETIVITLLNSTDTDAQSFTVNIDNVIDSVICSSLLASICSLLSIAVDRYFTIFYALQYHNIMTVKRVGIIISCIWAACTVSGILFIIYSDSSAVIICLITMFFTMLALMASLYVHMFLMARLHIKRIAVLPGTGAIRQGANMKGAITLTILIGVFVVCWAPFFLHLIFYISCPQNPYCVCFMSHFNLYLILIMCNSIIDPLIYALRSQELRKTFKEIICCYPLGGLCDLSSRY
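System: U2OS-MC4R stable cell line; Technique: Eu-cAMP/anti-cAMP TR-FRET, emission 671 nm; Repeats: single well per compound; Also added: Melanotan II; Dosing: one concentration, 6.5 µM nominal; Schedule: 30-min compound, 1-h challenge, 1-h detection, room temperature.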
MC4R barr agon: MC4R agonists recruiting beta-arrestin, primary screen, cell-based, luminescence, agonist arm of biased-ligand search | Melanocortin receptor 4 (Homo sapiens), P32245 | U2OS MC4R beta-arrestin complementation; percent of melanotan II response, DMSO zero | activation, % at 8.9 µM | hit rate 0.98% among 360,000;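 active = activation above a per-plate cutoff, the mean activation of sample wells on that plate plus 3 SD, cut at about 8% in these data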
ABCB6 inh 2: ABCB6 transporter inhibitors, primary screen, K562-ABCB6 cells, flow cytometry, MLPCN library | ATP-binding cassette sub-family B member 6 (Homo sapiens), Q9NP58 | K562-ABCB6 porphyrin accumulation, 1 h; stronger effect = lower value | fluorescence ratio to DMSO, % at 10 µM | hit rate 0.19% among 360,000;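 active = fluorescence ratio to DMSO below 75%, the collection mean minus 3 SD; inconclusive = too few cells collected in the well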;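 note: signal is porphyrin accumulated inside mitochondria; 100% equals median channel fluorescence of DMSO control wells; lower ratio means ABCB6 inhibition with less porphyrin fluorescence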
PDI turbidity: inhibitors of human PDI, primary screen, biochemical, turbidity, single point, plate reader; Protein disulfide-isomerase (Homo sapiens), P07237; PDI insulin aggregation turbidity, A650, 90 min; inhibition, % at 10 µM; hit rate 0.052% among 350,000;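 active = mean inhibition across replicates of 30% or more, whatever share of single replicates reach that level; inconclusive = mean inhibition below 30% while every single replicate reaches 30%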;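 note: absorbance from insulin aggregation driven by PDI reduction with DTT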
Target sequence (P07237 whole entry, looked up): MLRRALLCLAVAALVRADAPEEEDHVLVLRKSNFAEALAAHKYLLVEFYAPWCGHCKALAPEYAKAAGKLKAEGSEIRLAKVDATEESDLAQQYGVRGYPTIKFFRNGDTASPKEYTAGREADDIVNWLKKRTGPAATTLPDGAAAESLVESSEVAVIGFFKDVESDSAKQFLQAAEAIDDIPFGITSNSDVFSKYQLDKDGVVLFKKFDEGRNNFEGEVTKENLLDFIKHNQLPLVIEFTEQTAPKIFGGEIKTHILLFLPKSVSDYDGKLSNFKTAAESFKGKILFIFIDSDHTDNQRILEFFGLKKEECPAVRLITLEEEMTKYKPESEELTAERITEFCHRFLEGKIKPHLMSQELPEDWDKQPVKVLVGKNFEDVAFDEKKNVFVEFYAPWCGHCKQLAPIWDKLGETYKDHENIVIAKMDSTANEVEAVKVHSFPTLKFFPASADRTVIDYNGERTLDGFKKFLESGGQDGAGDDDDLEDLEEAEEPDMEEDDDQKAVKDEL
Cardio protect: cardioprotection against H2O2-induced cell death, primary screen, uHTS, H9c2 cells, ATPLite luminescence. H9c2 cardiomyocytes, H2O2 injury protection, 2 h. protection from H2O2 cell death, % at 20 µM. hit rate 0.63% among 360,000;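 active = compounds giving at least 50% protection of heart cells from peroxide-induced death in the single-dose screen, raw or plate-pattern-corrected value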;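 note: 0% = DMSO wells with peroxide and 100% = DMSO wells without peroxide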
ABHD5-PLIN5 inh: ABHD5-PLIN5 interaction inhibitors, primary screen, cell lysate, split luciferase complementation, luminescence; Perilipin-5 (Homo sapiens) + 1-acylglycerol-3-phosphate O-acyltransferase ABHD5 (Homo …; Split G. princeps luciferase complementation, 4 h; inhibition, % at 4 µM; hit rate 0.78% among 360,000;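 active = inhibition above the mean inhibition across every tested compound plus 3 SD, cut at about 22% in these data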;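 note: 0% = DMSO only wells and the 100% control is not disclosed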
CaV13 FRET inh: Disruptors of the CACNA1D IQ motif to Ca2+-dependent inactivation inhibitor domain association, primary screening, Förster resonance energy transfer in intact living …. HEK cells, CFP/YFP FRET ICDI-IQ, plate reader, 10 min; percent FRET-ratio fall versus neutral wells. inhibition, % at 12.3 µM. hit rate 0.098% among 340,000. AID 743397;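 active = mean replicate inhibition of at least 30% and at least 1% of replicates passing that level; inconclusive = only one of the two criteria is met; inactive = neither criterion is met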;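 note: 0% = median of the neutral control wells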
HTR2A ag: mouse Htr2a agonists via beta-arrestin recruitment, primary screen, cell-based, luminescence. 5-hydroxytryptamine receptor 2A (Mus musculus), P35363. CHO-K1 mHTR2A beta-arrestin complementation; percent of 30 µM serotonin response. activation, % at 7.6 µM. hit rate 0.66% among 360,000;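 active = activation above a run cutoff, the mean activation of all tested compounds plus 3 SD, cut at about 14% in these data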;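 note: 0% = plate median of compound wells and 100% = 30 µM serotonin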
Exocytosis inh: LAMP-1 surface exposure blockers, TALL-104 cells – cell-based, flow cytometry, MLPCN library, primary screen; TALL-104 LAMP-1 surface exposure; cells stimulated with thapsigargin and PMA; inhibition, % at 10 µM; hit rate 0.66% among 360,000; AID 651702, 2012;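 active = inhibition above about 55%, limit read from the data; inconclusive = no clear call, values can overlap the other calls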
Numbers without * were called inactive; ? = inconclusive; nt = no result given.

Molecule	ABCB6 inh 2	N-glyco inh	HTR2A ag	PDI turbidity	MC4R barr agon	Exocytosis inh	ABHD5-PLIN5 inh	CaV13 FRET inh	MC4R antagonist	Cardio protect
COc1ccc(C(=O)NNS(=O)(=O)c2ccc(OC)cc2)cc1	93	1	3	2	0.4	3	0	-5	13	3
CC1(C)OC(=O)C(=CNC(CO)C(=O)O)C(=O)O1 (centres undefined)	91	0	3	-6	-1.5	-2	-4	2	18	-2
COc1cccc(C(=O)Nc2ncc3c(n2)CC(c2ccc(OC)cc2OC)CC3=O)c1 (centres undefined)	105	?	-3	1	-1.2	6	5	-9	-18	10
O=C1CCCN1CCC(=O)N1CCCC(N2CCN(c3ccccc3F)CC2)C1 (centres undefined)	109	0	-4	2	0.6	-13	-3	-4	5	0
O=C(NCCn1c(C(F)(F)F)nc2cc(C(F)(F)F)ccc21)[C@H]1CCCN1c1nc(CN2CCCCC2)cs1	98	1	-2	-2	1.1	-1	3	nt	-5	6
Cc1ccccc1C(=O)Nc1ccnc(-c2ccncc2)n1	95	0	20*	2	-2.1	-5	-4	-5	13	-4
CC(NC(=O)c1ccccc1)C(=O)OCn1nnc2ccccc2c1=O (centres undefined)	81	0	-4	1	-0.5	-1	7	-16	-2	-4
COc1ccc(-n2c(SCC(=O)Nc3ccc([N+](=O)[O-])cc3OC)nc3ccccc32)cc1	93	-3	-1	5	-2.0	1	2	-3	3	-1
CN1CCc2c(sc3c2C(=O)NC(c2ccco2)N3)C1 (centres undefined)	103	-1	-2	-4	1.1	-1	-2	-5	-10	-2
N#CCCn1c(=S)[nH]c2ccccc21	93	1	0	-3	-1.2	-1	-2	-4	0	-4
COc1cc(NS(=O)(=O)c2ccc(NC(=S)NC(=O)/C=C/c3ccco3)cc2)ncn1	101	0	4	-9	-1.3	1	4	10	5	-6
COC(=O)C[C@@H]1CC[C@@H](NS(=O)(=O)c2ccc(F)cc2)[C@@H](CO)O1	nt	nt	6	nt	nt	0	-2	-7	nt	nt
CNC(=O)c1ccc(CN(C)C(=O)c2cc(C3CC3)nc3c2cnn3C(C)C)cc1	101	2	-1	-5	-0.9	-3	0	-5	-7	2
CCc1ccccc1NC(=O)CC(NCc1ccccc1)C(=O)O (centres undefined)	100	5	-4	-5	-2.1	-3	1	-17	2	-1
COCCCN(C(=S)Nc1cc(Cl)cc(Cl)c1)C(C)c1ccccn1 (centres undefined)	94	-2	-2	-1	0.5	-6	-11	-2	8	-8
O=C(Nc1cnc2ccccc2c1)c1ccco1	98	-11	-2	-3	-1.3	2	-9	0	0	12
CCCCOCCCNC(=O)C[C@@H]1C[C@@]2(C(=O)OC)CC(C)(C)CC=C2N(Cc2cccc3ccccc23)C1=O	nt	nt	3	nt	nt	7	6	-9	nt	nt
Cc1ccc(C)c(NC(=O)CN(C)C(=O)c2ccccn2)c1	93	2	2	-3	0.2	2	5	-13	8	-1
CCOC(=O)C1CCN(C(=O)c2cc(S(=O)(=O)N3CCOCC3)c(Cl)cc2Cl)CC1	104	2	-6	2	-0.8	-1	-3	-4	1	8
CCOC(=O)N(C)c1c(CC)nc2c(OCc3cccc(Cl)c3)cccn12	99	-2	-8	-5	-1.8	-26	5	-5	-1	1
O=C(c1cccc(Br)c1)N1CCN(C(=O)N2CCCCC2)CC1	92	-1	-3	1	-1.2	-1	7	-8	10	2
COc1ccccc1/C=C(/C(=O)OCC(=O)N(C)Cc1ccccc1)c1ccccc1	98	-4	3	18	-0.6	-3	1	-4	1	-11
O=C(C1CC(=O)N(C2CCCC2)C1)N1CCC(Cc2ccccc2)CC1 (centres undefined)	97	-4	-4	-5	-0.7	-4	3	-7	13	0
CCOc1cc(S(=O)(=O)NCC2CCCO2)ccc1F (centres undefined)	93	1	0	9	-1.3	-9	-7	2	5	4
Cc1ccc(C(=O)NCc2ccccc2CN2CCCC2)cc1S(=O)(=O)N1CCOCC1	99	-5	-10	9	-1.1	-2	1	-6	5	6
O=C(CSC(=S)N1CCCC1)NCC(=O)Nc1ccccc1Br	93	1	2	-7	-0.1	0	10	-6	7	0
CC(=O)Oc1c(C)c2c3c(c1OC(C)=O)[C@@H](C)CC[C@@H]3[C@@H](C)C[C@H]2C=C(C)C	101	3	2	9	-1.0	-3	-34	-10	3	-4
COc1ccc(Cc2nnc(SCC(=O)N(C)CC(=O)Nc3ccc(C)cc3)o2)cc1	106	-1	-4	-2	-1.3	4	10	-5	5	4
Cc1ccc(S(=O)(=O)N2CCC(n3nnc4cc(C)ccc43)CC2)cc1	101	-6	-4	-5	2.4	-3	-3	-9	0	4
CCn1c(SCC(=O)O)nnc1-c1ccc2[nH]c(C)c(C)c2c1	104	1	-1	4	1.4	-3	3	-2	0	-2
COc1ccc2c(c1)C1(Nc3ccccc3C(=O)N1c1ccccc1)C(=O)N2 (centres undefined)	100	-1	-1	-7	0.1	-3	-2	-9	13	1
CSc1cccc(NC(=O)C2CCCN(S(=O)(=O)c3cccs3)C2)c1 (centres undefined)	95	-1	1	10	0.0	8	-10	-4	4	0
Cc1nn(C)c(C(=O)NNC(=O)Nc2cccc(C(F)(F)F)c2)c1Cl	91	0	-2	6	0.8	1	-3	-4	8	-8
OC(COCC1COc2ccccc2O1)CN1CCCCC1 (centres undefined)	92	2	-1	-13	-2.8	0	4	4	10	2
Cc1cc(C(=O)CSc2nnnn2C)c(C)n1CCc1ccc(F)cc1	100	0	-3	10	2.5	0	-4	-4	1	-8
C(=N\N1CCN(Cc2cccc3ccccc23)CC1)/c1cccnc1	99	-3	-9	-1	1.0	-1	-21	-7	4	-3
Cc1ccc(S(=O)(=O)N2CCOC2CNC(=O)C(=O)NCc2ccccc2)cc1 (centres undefined)	96	1	0	2	-1.6	-1	-2	nt	14	-3
N/C(=N\OC(=O)c1ccc2c(c1)OCO2)c1ccc(Br)cc1	97	1	-1	-14	0.6	-4	-7	-5	15	-9
O=C(CSc1nc2ccccc2n1CCc1ccccc1)c1ccc(O)c(O)c1	102	0	3	-2	0.4	0	-1	5	-1	34
O=C(/C=C/c1ccccc1)NCCSCc1ccccc1Cl	105	0	-4	-2	1.2	0	-1	nt	4	2
Cc1nnc(NC(=O)c2cc3ccccc3o2)s1	101	0	3	9	0.8	-8	0	-3	17	-5
CCn1cc(C(=O)O)c(=O)c2cc(F)c(N3CCN(C(=S)NC(=O)c4c(OC)cccc4OC)CC3)cc21	98	3	7	1	-0.7	-8	1	-3	5	8
Cc1occc1-c1nnc(SCC(=O)Nc2ccc3c(c2)OCO3)n1CC1CCCO1 (centres undefined)	99	1	0	0	1.3	3	-1	-4	19	-3
Cc1nn(-c2ccccc2)c(C)c1/C=N/NC(=O)c1cc(C2CC2)[nH]n1	100	-3	0	-4	-1.3	2	2	0	4	60*
O=C(NCc1ccccc1)Nc1cccc2ccccc12	105	0	-4	5	-0.3	2	0	-1	7	-6
COc1ccc(CNCc2cccc3ccccc23)cc1	98	-1	-4	10	0.7	8	-1	-2	10	-3
O=C(Cn1c(/C=C/c2ccccc2)nc2ccccc21)Nc1ccc(F)cc1	98	-3	0	4	5.5	-1	-8	-3	9	-9
CCc1nnc(NC(=O)c2ccc(S(=O)(=O)N3CCCC(C)C3)cc2)o1 (centres undefined)	101	3	-5	-4	-3.7	14	-3	-4	17	32
CCOc1ccc(C(CC(=O)O)NC(=O)CCCOc2ccc(Cl)cc2C)cc1 (centres undefined)	100	0	2	4	0.3	-1	2	-4	-5	-2
CC(/C=C/c1ccccc1)NC(N)=O (centres undefined)	102	3	4	3	0.3	2	5	-8	6	-2

Complete entries, quoted from the list. Values in the order: ABCB6 inh 2 | N-glyco inh | HTR2A ag | PDI turbidity | MC4R barr agon | Exocytosis inh | ABHD5-PLIN5 inh | CaV13 FRET inh | MC4R antagonist | Cardio protect
Shown for CC(/C=C/c1ccccc1)NC(N)=O (centres undefined) : 102 | 3 | 4 | 3 | 0.3 | 2 | 5 | -8 | 6 | -2
Shown for CCc1nnc(NC(=O)c2ccc(S(=O)(=O)N3CCCC(C)C3)cc2)o1 (centres undefined) : 101 | 3 | -5 | -4 | -3.7 | 14 | -3 | -4 | 17 | 32

High-throughput results as filed in PubChem.
